Screening data as filed in PubChem BioAssay.
pPAFAH inh: inhibitors of human plasma PAF acetylhydrolase (pPAFAH); Q13093; recombinant pPAFAH, FP-rhodamine probe fluorescence polarization; inhibition, % at 3.39 µM; actives 1.5% (n = 330,000); AID 463082;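 active means inhibition above the mean inhibition across the screen plus 3 SD, cut at about 25% in these data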;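 further: inhibitors block binding of the rhodamine activity-based probe so polarization drops; 0% = enzyme with DMSO and 100% = wells lacking pPAFAH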
BCLXL inh: blocks human Bcl-xL binding to Bim BH3 peptide; Q07817; GST-Bcl-xL / FITC-Bim BH3 peptide fluorescence polarization; inhibition, % at 10.9 µM; actives 0.7% (n = 320,000);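 active means inhibition above the mean of all tested compounds plus 3 SD, cutoff set per campaign, cut at about 30% in these data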;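 further: 0% = DMSO wells and 100% = unlabeled Bim-BH3 peptide competitor; inhibitors lower millipolarization by displacing the labeled peptide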
MCL1-BIM inh: MCL1-BIM-BH3 interaction inhibition (human); actives 0.68% (n = 320,000); GST-MCL1 / FITC-Bim-BH3 fluorescence polarization; Q07820; inhibition, % at 10.9 µM;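 active means inhibition above the mean inhibition of all tested compounds plus 3 SD, set per campaign, cut at about 40% in these data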;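 further: 0% = DMSO wells and 100% = unlabeled Bim-BH3 peptide control; higher means more loss of mP so more displacement of Bim peptide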
MEX-5 binding: C. elegans MEX-5 TCR-2 RNA binding activity; MEX-5/FITC-TCR2 RNA binding, fluorescence polarization; stronger effect = lower value; activity score (negative = inhibition of binding), % at 10 µM; actives 0.38% (n = 300,000); AID 1832;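 active means inhibition past about -25% in most replicates, and total fluorescence under double the plate's negative control median, limit read from the data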;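 further: 0% = DMSO and -100% = 5 µM competing unlabeled TCR2 RNA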
Target sequence (Q9XUB2 whole entry, looked up): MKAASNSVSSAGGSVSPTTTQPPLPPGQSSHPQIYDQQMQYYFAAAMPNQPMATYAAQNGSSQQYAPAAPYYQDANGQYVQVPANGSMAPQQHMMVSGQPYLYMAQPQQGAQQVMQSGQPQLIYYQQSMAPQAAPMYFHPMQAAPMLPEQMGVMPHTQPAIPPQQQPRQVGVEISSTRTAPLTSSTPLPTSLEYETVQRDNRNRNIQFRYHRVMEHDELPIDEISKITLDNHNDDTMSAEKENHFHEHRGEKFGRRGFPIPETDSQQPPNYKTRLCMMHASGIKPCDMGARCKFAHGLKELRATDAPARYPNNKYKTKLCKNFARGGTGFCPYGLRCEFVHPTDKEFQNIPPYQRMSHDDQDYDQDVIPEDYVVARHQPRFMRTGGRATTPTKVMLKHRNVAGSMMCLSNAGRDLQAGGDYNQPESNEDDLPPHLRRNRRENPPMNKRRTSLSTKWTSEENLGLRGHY
Fam108B counter: blocks mouse Fam108B hydrolase in RBBP9 counter-screen; recombinant Fam108B, FP-Rh probe fluorescence polarization; inhibition, % at 9.51 µM; actives 0.33% (n = 300,000);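 active means inhibition above the screen mean inhibition plus 3 SD, computed separately per campaign, cut at about 18% in these data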;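 further: inhibitors lower polarization as less probe binds the enzyme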
GLD-1 RNA inh: GLD-1-TGE RNA interaction inhibition (C. elegans); purified GLD-1 + fluorescein TGE RNA, fluorescence polarization; actives 0.44% (n = 320,000); inhibition, % at 5.96 µM;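 active means percent inhibition above a per-plate cutoff, the plate mean of test compounds plus 3 SD, cut at about 30% in these data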;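 further: 0% = DMSO wells with GLD-1 and probe and 100% = wells lacking GLD-1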
PME-1 primary: blocks human protein phosphatase methylesterase 1; Q9Y570; recombinant PME-1, FP-Rh probe fluorescence polarization; inhibition, % at 5.9 µM; actives 0.53% (n = 320,000);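 active means inhibition above the campaign mean of all compounds plus 3 SD, cut at about 26% in these data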;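 further: competitive labeling of PME-1 active site by serine hydrolase directed probe; 0% = PME-1 with DMSO and 100% = wells lacking PME-1 enzyme; inhibitors block probe labeling so polarization falls and inhibition rises; many of its hits are not listed in these tables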
Target sequence (Q9Y570 whole entry, looked up): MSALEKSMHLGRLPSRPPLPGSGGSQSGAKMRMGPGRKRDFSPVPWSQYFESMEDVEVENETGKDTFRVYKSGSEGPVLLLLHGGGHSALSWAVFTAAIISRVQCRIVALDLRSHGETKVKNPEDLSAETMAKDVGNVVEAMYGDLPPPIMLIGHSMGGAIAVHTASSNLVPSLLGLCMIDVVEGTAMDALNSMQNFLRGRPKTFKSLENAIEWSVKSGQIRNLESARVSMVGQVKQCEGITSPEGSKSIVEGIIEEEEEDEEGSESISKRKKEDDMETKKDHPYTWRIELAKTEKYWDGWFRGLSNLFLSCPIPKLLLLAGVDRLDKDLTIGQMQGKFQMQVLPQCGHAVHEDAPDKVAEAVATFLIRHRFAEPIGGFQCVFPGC
PAFAH1B2 inh: inhibitors of human PAFAH1B2 | AID 492953 | inhibition, % at 3.39 µM | actives 1.2% (n = 340,000) | recombinant PAFAH1B2, FP-rhodamine activity probe, fluorescence polarization | P68402;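 active means inhibition above the mean of all tested compounds plus 3 SD, cut at about 24% in these data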;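 further: 0% = enzyme with DMSO and 100% = wells lacking PAFAH1B2; many of its hits are not listed in these tables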
Target sequence (P68402 whole entry, looked up): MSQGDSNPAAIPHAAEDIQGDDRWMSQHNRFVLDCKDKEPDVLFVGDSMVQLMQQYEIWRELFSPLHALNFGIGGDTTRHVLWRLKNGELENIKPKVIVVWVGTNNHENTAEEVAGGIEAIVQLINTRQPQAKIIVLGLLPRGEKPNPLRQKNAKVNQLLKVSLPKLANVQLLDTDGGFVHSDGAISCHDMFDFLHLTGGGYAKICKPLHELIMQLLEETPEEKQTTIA
AHR act: activates the human aryl hydrocarbon receptor | activation, % at 5 µM | P35869 | actives 2.5% (n = 320,000) | AHR-responsive luciferase reporter cells, luminescence; in the data active means activation above about 47%;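 further: 0% = vehicle wells and 100% = reference agonist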
* = called active by the depositor; / = not tested or not shown. A portion of the library; rates above refer to the full screens.

| SMILES | pPAFAH inh | BCLXL inh | MCL1-BIM inh | MEX-5 binding | Fam108B counter | GLD-1 RNA inh | PME-1 primary | PAFAH1B2 inh | AHR act |
| --- | --- | --- | --- | --- | --- | --- | --- | --- | --- |
| Cc1cccc(C)c1N(CC(=O)NC1CCCCC1)C(=O)c1csnn1 | -5 | -12 | -7 | 2.3 | -1 | -10 | -7 | 0 | 5 |
| COc1ccc(NC2C=CS(=O)(=O)C2)cc1 (stereo unspecified) | -2 | 1 | 0 | -0.3 | -3 | -5 | -2 | 3 | 1 |
| CC(=O)N/C(=C\c1ccc(F)cc1)C(=O)OCc1ccccc1 | 4 | 4 | 1 | 0.5 | 4 | 0 | 8 | 2 | 3 |
| Cc1ccc(S(=O)(=O)NCc2ccc(C(=O)NC3CCC(O)CC3)cc2)cc1C (stereo unspecified) | -1 | 2 | 5 | / | / | 1 | 4 | -6 | 1 |
| CCCC(=O)Nc1nnc(SCC(=O)Nc2ccc3c(c2)OCCO3)s1 | 2 | 1 | -1 | -1.3 | 0 | 5 | -1 | 2 | 5 |
| Cc1ccc(OCC(=O)N2CCN(S(=O)(=O)c3ccccc3[N+](=O)[O-])CC2)cc1 | 5 | 9 | 6 | 2.8 | 2 | -3 | 7 | -1 | -2 |
| Oc1[nH]c2ccccc2c1/C=N/N1CCCCC1 | 1 | 2 | 0 | 0.0 | 2 | 2 | 9 | -3 | 35 |
| Cc1ccccc1NC(=O)C1c2ccccc2Oc2ccccc21 | -4 | 6 | 0 | -2.2 | 0 | 2 | -1 | -1 | 0 |
| Cc1cc(NC(=O)CCC(=O)N(CCc2ccccc2)C(C(=O)NC2CCCC2)c2ccco2)no1 (stereo unspecified) | 0 | 3 | -1 | 1.9 | -4 | -3 | 5 | 6 | -1 |
| CNC(=O)c1[nH]cnc1C(=O)Nc1ccc(F)cc1 | 5 | 3 | -6 | -0.8 | -5 | -2 | -2 | 2 | 43 |
| CCn1c(=O)c(-c2nc3ccccc3[nH]2)c(O)c2ccccc21 | -5 | 7 | 4 | 0.0 | -3 | -8 | -9 | / | 69* |
| COc1cc(NC(=O)CCc2nnc3ccc(N4CCN(C)CC4)nn23)cc(OC)c1 | 4 | 2 | 4 | -1.6 | 2 | -5 | 0 | 0 | 2 |
| COc1ccc(C(=O)C[n+]2cccc(C(N)=O)c2)cc1 | -4 | 3 | 3 | 0.2 | -9 | 2 | -1 | 0 | 5 |
| Clc1ccc(Nc2nc3ccccc3n3nnnc23)cc1 | 7 | 6 | 3 | -1.9 | 13 | -4 | -5 | 0 | 81* |
| COc1cc(S(=O)(=O)n2cnc(C)c2)ccc1Cl | -6 | 8 | 8 | 2.9 | -2 | 6 | 2 | 0 | 0 |
| O=C(Nc1cc(Cl)ccc1Oc1ccccc1)c1ccccc1F | 8 | 0 | -6 | 1.6 | -5 | -3 | -5 | -2 | 65* |
| COc1cccc2c1OC1(CCN(C(C)C)CC1)N1N=C(c3cccnc3)CC21 (stereo unspecified) | -3 | 1 | -2 | -0.3 | 1 | -6 | -5 | 6 | 4 |
| Cc1cc(OCC(=O)NCCCN2CCCC2=O)c2c(C)cc(=O)oc2c1 | 0 | 6 | -2 | -2.9 | 1 | -4 | 3 | 0 | 1 |
| CC(=O)COc1ccc2c(-c3cccc([N+](=O)[O-])c3)cc(=O)oc2c1 | 6 | 2 | 5 | 0.8 | -3 | -2 | 0 | 1 | 3 |
| COc1cc(/C=N/NC(=O)c2cccnc2)ccc1OCC(=O)N1CCOCC1 | 3 | -2 | 1 | 0.6 | 4 | 8 | -4 | -8 | 2 |
| CCCC(=O)NC(C)c1nc2ccccc2[nH]1 (stereo unspecified) | -2 | -4 | -3 | -1.3 | 0 | 0 | -5 | 4 | -1 |
| Cc1nc(-c2ccccc2)sc1C(=O)NN | 1 | -1 | -11 | 1.3 | 4 | 3 | 0 | 4 | 6 |
| CCOC(=O)C1CCN(C(=O)C2CCN(S(=O)(=O)c3cc(Cl)ccc3OCC)CC2)CC1 | 2 | -6 | -13 | 0.0 | 2 | 3 | 0 | 5 | 0 |
| CC1CCN(C(=O)c2cc3c(=O)n4ccccc4nc3s2)CC1 | 0 | 2 | 2 | 0.8 | 4 | -4 | 5 | 0 | 4 |
| Cc1cc(C)c2c(n1)SCC(=O)N2CC(=O)Nc1c(C)cccc1C | 7 | 2 | 7 | 0.3 | 1 | 2 | 2 | 6 | -1 |
| CCC1(CC)Cc2ccccc2-c2nc(NN)[nH]c(=O)c21 | 3 | -2 | -6 | -0.3 | 2 | -2 | 5 | 2 | 4 |
| O=C(COc1ccccc1)N1CCN=C1SCc1cccnc1 | 0 | 5 | -2 | -2.7 | 1 | 7 | 2 | -3 | 6 |
| O=C1c2ccsc2SCCN1Cc1ccc(F)cc1 | -2 | -2 | 2 | -2.9 | 4 | 9 | -5 | 3 | 0 |
| CCn1c(=O)c2cc(C(=O)Nc3cccc(C(C)=O)c3)sc2c2ccccc21 | -2 | 0 | -5 | -0.9 | -4 | 4 | -2 | 2 | -7 |
| CC(C)CSc1nc2c(=O)[nH][nH]c(=O)c2n1Cc1ccccc1 | 30* | -4 | -5 | 1.7 | 4 | -3 | 2 | 19 | 2 |
| COc1ccc(Cn2nc(C)cc2C)cc1OC | 5 | -2 | -5 | 1.4 | 2 | 4 | 0 | 3 | 0 |
| CC(C(=O)Nc1ccc(N(C)C)cc1)N1C(=O)c2ccccc2S1(=O)=O (stereo unspecified) | 5 | -8 | -8 | -2.3 | 2 | 7 | 2 | 2 | 0 |
| C[C@@H](NC(=O)c1nc[nH]c1C(=O)N1CCc2ccccc2C1)c1ccccc1 | 6 | -2 | -4 | / | / | -2 | 1 | 6 | 0 |
| O=C(N[C@H]1CCCCNC1=O)c1cc(COc2ccc(F)cc2F)on1 | 12 | 0 | -7 | 1.7 | -1 | -4 | 0 | 2 | 4 |
| Cc1cccc(N2C(=O)C3CCCN3C2=S)c1C (stereo unspecified) | -6 | -5 | -1 | / | / | 3 | 3 | -3 | 0 |
| COc1cc(NC(=O)c2cc(-c3ccco3)on2)c(OC)cc1Cl | 0 | -2 | -4 | 1.3 | -6 | -3 | 2 | 1 | 41 |
| O=C(c1ccc(-n2cccc2)cc1)N1CCOCC1 | 2 | -1 | 2 | -1.5 | 2 | 4 | -3 | 9 | -2 |
| COc1ccccc1N1CCN(C(=O)CCc2ccc(S(=O)(=O)NCC(C)C)cc2)CC1 | 5 | 0 | 1 | 2.1 | 2 | 4 | 0 | 2 | 2 |
| Cc1nc2ccc(S(=O)(=O)NC(C(=O)Nc3nccs3)C(C)C)cc2s1 (stereo unspecified) | -7 | 2 | 7 | -2.0 | 4 | -5 | -2 | -2 | 2 |
| COc1ccc(C(=O)CSc2nnc(NC(=O)C3CC(=O)N(c4ccccc4C)C3)s2)cc1 (stereo unspecified) | 15 | 2 | 8 | 2.3 | 0 | -1 | -6 | 0 | 5 |
| O=C(COC(=O)Cc1ccc(Cl)cc1)NCc1cccs1 | 12 | / | / | / | / | 4 | / | 17 | 0 |
| CN1CCN(c2nc3c(c(=O)[nH]c(=O)n3C)n2CC(N)=O)CC1 | -2 | -1 | 2 | -0.1 | -4 | 5 | -1 | 1 | -3 |
| CN(Cc1c(C(=O)N2CCc3ccccc3C2)nc2ccc(Cl)cn12)C(C1CC1)C1CC1 | 6 | 3 | 4 | -1.0 | 1 | 12 | -2 | 3 | 1 |
| COc1ccc(C2Nc3ccccc3C(=O)N2NS(=O)(=O)c2ccc(C)cc2)cc1 (stereo unspecified) | 2 | -3 | -2 | -1.1 | 4 | -11 | -1 | 0 | 1 |
| Cc1cc(C)c2c(=O)[nH]cnc2n1 | -3 | 3 | 0 | -0.8 | 0 | 4 | -1 | -3 | 1 |
| OC1CCN(C(=S)Nc2ccc(Nc3ccccc3)cc2)CC1 | 8 | 2 | 7 | 0.2 | 2 | -4 | 0 | 6 | 3 |
| C=C1c2ccccc2NC(=S)N1Cc1ccc2c(c1)OCO2 | 2 | 0 | 7 | -3.0 | -3 | 9 | -10 | 5 | 8 |
| CCN(C(=S)NCc1ccccc1)c1cccc2ccccc12 | 8 | 0 | -3 | 0.8 | 1 | 6 | 2 | -1 | 2 |
| COc1cccc(CC(=O)OCC(=O)NC2(C#N)CCCCC2)c1 | 14 | -6 | -10 | -0.6 | -1 | 1 | -2 | 1 | 1 |
| CCOC(=O)c1c(C)[nH]c(C(=O)COC(=O)c2ccc([N+](=O)[O-])o2)c1C | -1 | / | / | / | / | 10 | / | 4 | 2 |

(list continues)
| SMILES | pPAFAH inh | BCLXL inh | MCL1-BIM inh | MEX-5 binding | Fam108B counter | GLD-1 RNA inh | PME-1 primary | PAFAH1B2 inh | AHR act |
| --- | --- | --- | --- | --- | --- | --- | --- | --- | --- |
| CCn1c(CC(=O)Nc2ccccc2)nnc1SCC(=O)Nc1ccccc1C(=O)OC | 0 | 6 | 6 | 0.5 | -3 | 0 | -1 | 5 | -1 |
| Cc1cc(N2CCCCCC2)nc(-c2ccccc2O)n1 | 3 | 4 | -1 | -2.3 | -4 | 1 | -1 | 0 | 2 |
| OC(COC1CCCCC1)CN1CCCCC1 (stereo unspecified) | 0 | 14 | 6 | -1.4 | -1 | 5 | -4 | -1 | 2 |
| Cc1ccc(NC(=S)NCCN2CCOCC2)cc1F | 2 | 2 | 7 | 0.6 | 4 | -9 | 4 | 5 | -1 |
| COc1cccc(SCc2noc(C(=O)NC(C)C)c2C(=O)O)c1 | 1 | 1 | 1 | 0.6 | 1 | 7 | -3 | 0 | 1 |
| O=C(Nc1ccccc1)c1ccc(N2CCN(c3ccccc3)CC2)c(S(=O)(=O)N2CCOCC2)c1 | 3 | -4 | -4 | -1.9 | 2 | 4 | -11 | -1 | -1 |
| Cc1ccc(SCCNCc2ccco2)cc1 | -2 | 2 | 11 | 0.4 | -1 | -1 | -8 | 16 | 2 |
| Cc1cc2cc(CN(Cc3ccco3)C(=S)NCC3CCCO3)c(=O)[nH]c2cc1C (stereo unspecified) | 2 | 0 | 6 | 1.4 | 0 | 1 | 1 | -1 | 3 |
| CC1CN(C(=O)CCC(=O)NCc2ccccc2)c2ccccc2O1 (stereo unspecified) | -4 | 2 | 6 | -0.4 | 0 | 4 | -1 | -2 | -3 |
| CCOC(=O)C1(CCOC)CCN(Cc2ccc(COC)o2)CC1 | -1 | 4 | 3 | -0.7 | -4 | 2 | 1 | -6 | -3 |
| CCOC(=O)N1CCN(C(=O)CCCn2c(=O)[nH]c3ccccc3c2=O)CC1 | -2 | 6 | 9 | 2.4 | 3 | 2 | 1 | -1 | -1 |
| CC(C)C(O)C1CCN(Cc2nc(-c3cccs3)no2)CC1 (stereo unspecified) | 1 | 7 | 5 | 0.9 | 11 | 7 | -4 | 5 | 4 |
| CCNc1cc(O)ccc1C | 75* | 138* | 164* | / | / | 137* | 31* | 14 | 8 |
| O=C(CCn1nc(-c2ccccc2)ccc1=O)N1CCOCC1 | 2 | 3 | -3 | 1.0 | 0 | 1 | -7 | 0 | 8 |
| CC1CCN(C(=O)c2cc(F)c(F)cc2Cl)CC1 | -6 | 3 | 3 | -0.3 | 1 | -7 | 0 | 6 | -1 |
| COc1ccc(CNC(=O)C2CC(C)=C(C)CC2C(=O)O)cc1 (stereo unspecified) | 0 | 0 | 2 | -0.6 | 2 | 1 | -1 | 1 | 6 |
| CCCc1nc2oc3c(Cl)ncnc3c2c2c1CCCC2 | 1 | 3 | 4 | 0.2 | 2 | 10 | 0 | 0 | -1 |
| COc1ccc(NC(=O)Cc2coc3ccc4ccccc4c23)cc1S(=O)(=O)N1CCOCC1 | -8 | 3 | 3 | 3.5 | 0 | 6 | -6 | 2 | 5 |
